M5 ag = CHRM5 agonism in calcium assay. P08912. CHO-K1 hM5 cells, Fluo-8 calcium fluorescence; 0% DMSO wells, 100% maximal acetylcholine response. activation, % at 3 µM. hit rate 0.19% among 360,000;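 active = activation above the run's mean over test compounds plus 3 SD, cut at about 23% in these data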;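 also: signal is peak over basal fluorescence ratio across the kinetic read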
CRFR2-BP antag = antagonists of CRF-binding protein/CRF-R2 receptor complex. hit rate 0.59% among 350,000. HEK293 CRF-R2/CRF-BP, CRF-induced calcium fluorescence. inhibition, % at 11.8 µM;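 active = inhibition of the ligand-induced calcium signal above about 50% at the single tested concentration, limit read from the data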
M4 ag = agonists of human muscarinic M4 receptor (CHRM4); AID 624127; P08173; activation, % at 3 µM; CHO-K1 hM4/Gqi5, Fluo-8 calcium fluorescence; vehicle 0%, full acetylcholine response 100%; hit rate 0.14% among 360,000;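 active = activation above the run mean over all test wells plus 3 SD, cut at about 32% in these data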;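 also: peak over basal fluorescence ratio per well then scaled between controls; 0% = DMSO wells and 100% = acetylcholine at EC100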
Target sequence (P08173 whole entry, looked up): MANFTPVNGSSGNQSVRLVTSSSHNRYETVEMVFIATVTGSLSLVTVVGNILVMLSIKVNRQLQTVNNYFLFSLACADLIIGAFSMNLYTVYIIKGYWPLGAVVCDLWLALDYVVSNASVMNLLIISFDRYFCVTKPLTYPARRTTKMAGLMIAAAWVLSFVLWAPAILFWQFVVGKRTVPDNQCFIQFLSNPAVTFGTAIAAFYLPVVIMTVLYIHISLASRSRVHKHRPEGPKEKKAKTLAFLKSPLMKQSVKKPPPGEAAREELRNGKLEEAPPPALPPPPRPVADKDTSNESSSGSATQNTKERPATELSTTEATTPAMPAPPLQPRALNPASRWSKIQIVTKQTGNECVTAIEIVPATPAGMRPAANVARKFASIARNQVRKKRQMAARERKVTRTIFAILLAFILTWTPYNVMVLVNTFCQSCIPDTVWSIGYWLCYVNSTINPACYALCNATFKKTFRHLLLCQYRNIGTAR
CHRM1 PAM = positive allosteric modulators of human M1 muscarinic receptor; CHO-K1 hM1, Fluo-8 calcium fluorescence, ACh EC20; 0% = ACh EC20, 100% = maximal ACh; activation, % at 3 µM; hit rate 0.088% among 360,000; P11229; in the data active = activation above about 19%, passing the limit was not always enough
Target sequence (P11229 whole entry, looked up): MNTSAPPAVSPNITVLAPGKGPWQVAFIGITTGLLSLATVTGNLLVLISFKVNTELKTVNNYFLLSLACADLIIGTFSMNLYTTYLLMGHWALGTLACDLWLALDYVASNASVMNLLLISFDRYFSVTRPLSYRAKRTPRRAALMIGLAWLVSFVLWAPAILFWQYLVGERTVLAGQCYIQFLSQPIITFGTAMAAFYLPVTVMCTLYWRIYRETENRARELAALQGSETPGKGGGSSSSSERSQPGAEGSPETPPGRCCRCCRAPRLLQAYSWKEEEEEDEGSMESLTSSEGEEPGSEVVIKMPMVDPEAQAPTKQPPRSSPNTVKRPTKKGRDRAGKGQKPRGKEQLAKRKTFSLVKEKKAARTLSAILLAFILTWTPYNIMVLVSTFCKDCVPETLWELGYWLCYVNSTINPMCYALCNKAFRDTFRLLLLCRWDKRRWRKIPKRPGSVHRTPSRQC
CHRM5 PAM = positive allosteric modulators of human muscarinic M5 receptor. CHO-K1 hM5, Fluo-8 calcium, ACh EC20 PAM; 0% = ACh EC20, 100% = ACh EC100. activation, % at 3 µM. hit rate 0.3% among 360,000. AID 624038;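 active = activation above the run cutoff, the mean activation of all test compounds plus 3 SD, cut at about 18% in these data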
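System: CHO-K1 hM5 cells. Reagent: acetylcholine, EC20 level. Compound dosing: single dose, 3 µM nominal final test concentration. Timing: Post-acetylcholine fluorescence recording 140 s. Detection: Fluo-8 calcium fluorescence. Read-out: % activation, ACh-normalized. Benchmarks: ACh EC20 and EC100 wells. Repeats: singlicate, one well per test compound.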
CHRM4 antagonist = blocks acetylcholine activation of human M4 receptor; CHO-hM4 cells, ACh EC80, Fluo-8 calcium fluorescence; inhibition, % at 3 µM; hit rate 0.73% among 360,000; AID 624125;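 active = inhibition above its plate's cutoff, the mean inhibition of sample wells plus 3 SD, cut at about 27% in these data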;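 also: 0% = acetylcholine EC80 with DMSO and 100% = DMSO without agonist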
CHRM5 antagonist = CHRM5 antagonism in calcium assay. hit rate 0.59% among 360,000. AID 624040. CHO-hM5 cells, Fluo-8 calcium fluorescence, ACh EC80. inhibition, % at 3 µM. P08912;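 active = inhibition above a per-plate cutoff, the mean of that plate's test compounds plus 3 SD, cut at about 27% in these data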;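 also: 0% = acetylcholine EC80 with DMSO and 100% = DMSO without agonist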
CRFR2-BP ag = agonists of human CRF-binding protein/CRF-R2 receptor complex. HEK293 CRF-R2/CRF-BP, calcium dye fluorescence (FLIPR); percent of saturating CRF peptide response. activation, % at 13.2 µM. hit rate 0.46% among 350,000;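 active = activation of at least 50%, plus an integration ratio under a set limit after plate pattern correction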;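 also: plate controls were neutral control wells without compound for no effect and CRF at EC100 for full effect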
CHRM4 PAM = CHRM4 positive allosteric modulation; CHO-K1 hM4/Gqi5, Fluo-8 calcium fluorescence, ACh EC20; 0% = ACh EC20, 100% = maximal ACh; activation, % at 3 µM; hit rate 0.4% among 360,000; AID 624126;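 active = activation above its plate's cutoff, the mean activation of sample wells plus 3 SD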; also: some results filed as inactive read as strong as hits
Starred values were filed as active, the others as inactive.

Screening COC(=O)/C(=C\c1cc(OC)c(OC)c(OC)c1)c1nc2ccccc2[nH]1 returned M5 ag -4, CRFR2-BP antag -10, M4 ag 2, CHRM1 PAM 10, CHRM5 PAM 13, CHRM4 antagonist -8, CHRM5 antagonist -23, CRFR2-BP ag -0.7 and CHRM4 PAM 4.
Screening COc1cccc(N(C(=O)c2sc(C)nc2C)C(C(=O)NCC2CCCO2)c2ccccc2)c1 (stereo unspecified) returned M5 ag -2, CRFR2-BP antag -19, M4 ag 0, CHRM1 PAM 11, CHRM5 PAM 1, CHRM4 antagonist -9, CHRM5 antagonist 4, CRFR2-BP ag -2.4 and CHRM4 PAM 4.
For O=C(Cn1nc(C(=O)O)c2ccccc2c1=O)Nc1ccc2c(c1)OCO2 the results were M5 ag 1, CRFR2-BP antag -5, M4 ag 1, CHRM1 PAM 4, CHRM5 PAM 0, CHRM4 antagonist 4, CHRM5 antagonist -1, CRFR2-BP ag -1.0 and CHRM4 PAM -6.
Screening Cc1ccn(S(=O)(=O)c2ccc(C(C)(C)C)cc2)n1 returned M5 ag -14, CRFR2-BP antag 8, M4 ag 0, CHRM1 PAM -21, CHRM5 PAM -36, CHRM4 antagonist 13, CHRM5 antagonist 9, CRFR2-BP ag 0.3 and CHRM4 PAM -14.
For O=C(Cc1ccccc1Cl)Nc1ccc(S(=O)(=O)Nc2nccs2)cc1 the results were M5 ag -4, CRFR2-BP antag 1, M4 ag 1, CHRM1 PAM 5, CHRM5 PAM 0, CHRM4 antagonist 3, CHRM5 antagonist 12, CRFR2-BP ag -0.5 and CHRM4 PAM -2.
CCNC(=S)NNC(=O)c1ccccc1OC(F)F was read as M5 ag 2, CRFR2-BP antag 4, M4 ag 0, CHRM1 PAM 6, CHRM5 PAM 4, CHRM4 antagonist -3, CHRM5 antagonist -5, CRFR2-BP ag 0.2 and CHRM4 PAM 7.
CCSc1nnc([C@H](Cc2c[nH]c3ccccc23)NC(=O)OC(C)(C)C)o1 was read as M5 ag 4, CRFR2-BP antag -9, M4 ag 3, CHRM1 PAM 7, CHRM5 PAM -2, CHRM4 antagonist 11, CHRM5 antagonist 0, CRFR2-BP ag -3.6 and CHRM4 PAM -12.
Screening CC(C)N(Cc1ccccc1)C(=O)COC(=O)c1cc[n+]([O-])cc1 returned M5 ag 1, CRFR2-BP antag 4, M4 ag 1, CHRM1 PAM 2, CHRM5 PAM -6, CHRM4 antagonist -3, CHRM5 antagonist 12, CRFR2-BP ag -0.7 and CHRM4 PAM -3.
Screening COCCOC(=O)C1=C(C)NC2=C(C(=O)CC(C)(C)C2)C1c1cc2c(cc1Br)OCO2 (stereo unspecified) returned M5 ag -3, CRFR2-BP antag -4, M4 ag 0, CHRM1 PAM 2, CHRM5 PAM -5, CHRM4 antagonist 1, CHRM5 antagonist 9, CRFR2-BP ag -2.3 and CHRM4 PAM 1.
For O=C(Nc1ccc(NC(=O)C2CCCN2C(=O)OCc2ccccc2)cc1)c1ccco1 (stereo unspecified) the results were M5 ag -3, CRFR2-BP antag 9, M4 ag 6, CHRM1 PAM 3, CHRM5 PAM -3, CHRM4 antagonist 0, CHRM5 antagonist 2, CRFR2-BP ag -2.7 and CHRM4 PAM 3.
O=C1ON=C(c2ccc(Cl)c([N+](=O)[O-])c2)/C1=C/c1cccc([N+](=O)[O-])c1O was read as M5 ag 3, CRFR2-BP antag -11, M4 ag 1, CHRM1 PAM 6, CHRM5 PAM 4, CHRM4 antagonist -1, CHRM5 antagonist 8, CRFR2-BP ag 0.2 and CHRM4 PAM 12.
Screening Cc1cc(Cl)ccc1OCC(=O)OC(C)C(=O)NC(N)=O (stereo unspecified) returned M5 ag -3, CRFR2-BP antag 12, M4 ag 1, CHRM1 PAM 9, CHRM5 PAM 0, CHRM4 antagonist -9, CHRM5 antagonist -6, CRFR2-BP ag -0.7 and CHRM4 PAM 6.

Random excerpt: two compounds from above.
O=C1ON=C(c2ccc(Cl)c([N+](=O)[O-])c2)/C1=C/c1cccc([N+](=O)[O-])c1O was read as M5 ag 3, CRFR2-BP antag -11, M4 ag 1, CHRM1 PAM 6, CHRM5 PAM 4, CHRM4 antagonist -1, CHRM5 antagonist 8, CRFR2-BP ag 0.2 and CHRM4 PAM 12.
For O=C(Cn1nc(C(=O)O)c2ccccc2c1=O)Nc1ccc2c(c1)OCO2 the results were M5 ag 1, CRFR2-BP antag -5, M4 ag 1, CHRM1 PAM 4, CHRM5 PAM 0, CHRM4 antagonist 4, CHRM5 antagonist -1, CRFR2-BP ag -1.0 and CHRM4 PAM -6.

Next records follow:
For COC(=O)c1sccc1NC(=O)C1CCCCC1C(=O)O (stereo unspecified) the results were M5 ag 3, CRFR2-BP antag 1, M4 ag 1, CHRM1 PAM 8, CHRM5 PAM 2, CHRM4 antagonist -4, CHRM5 antagonist 7, CRFR2-BP ag -0.1 and CHRM4 PAM 1.
For CCc1nnc(NC(=O)CSc2nnc(-c3cc4ccccc4cc3O)n2CC)s1 the results were M5 ag -6, CRFR2-BP antag 16, M4 ag -3, CHRM1 PAM -5, CHRM5 PAM -4, CHRM4 antagonist -3, CHRM5 antagonist 2, CRFR2-BP ag -0.3 and CHRM4 PAM 2.
`COC(=O)CN1C(c2cccc(Cl)c2)=Nc2ccc(Cl)cc2C1c1ccccc1` (stereo unspecified) gave M5 ag -6, CRFR2-BP antag 5, M4 ag -1, CHRM1 PAM -8, CHRM5 PAM -12, CHRM4 antagonist 11, CHRM5 antagonist 15, CRFR2-BP ag -1.2 and CHRM4 PAM -12.
C#CCN1C(=O)S/C(=C\c2ccc(-c3ccc(C(=O)O)cc3C)o2)C1=O was read as M5 ag 4, CRFR2-BP antag -11, M4 ag -1, CHRM1 PAM 9, CHRM5 PAM 6, CHRM4 antagonist -6, CHRM5 antagonist 9, CRFR2-BP ag -4.3 and CHRM4 PAM 2.
COc1ccc(/C=N/NC(=O)c2cccc([N+](=O)[O-])c2)cc1OC(=O)c1ccccc1 was read as M5 ag -3, CRFR2-BP antag 2, M4 ag 6, CHRM1 PAM -2, CHRM5 PAM -8, CHRM4 antagonist 3, CHRM5 antagonist 0, CRFR2-BP ag -0.2 and CHRM4 PAM -9.
Screening COC(=O)c1ccccc1NC(=O)c1ccc(COc2cc(C)cc(C)c2)o1 returned M5 ag 0, CRFR2-BP antag -3, M4 ag 1, CHRM1 PAM 7, CHRM5 PAM 13, CHRM4 antagonist -4, CHRM5 antagonist -4, CRFR2-BP ag 3.8 and CHRM4 PAM 3.
For CCOC(=O)c1sc(SC)c2c1CCC/C2=N/OC the results were M5 ag -1, CRFR2-BP antag -11, M4 ag 5, CHRM1 PAM 8, CHRM5 PAM -1, CHRM4 antagonist -6, CHRM5 antagonist 13, CRFR2-BP ag 2.1 and CHRM4 PAM 4.
For CCOc1ccccc1C(=O)NCC(=O)OCC(=O)c1c(N)n(C)c(=O)n(C)c1=O the results were M5 ag 6, CRFR2-BP antag -7, M4 ag 0, CHRM1 PAM -2, CHRM5 PAM -5, CHRM4 antagonist 11, CHRM5 antagonist 6, CRFR2-BP ag 0.4 and CHRM4 PAM -2.
CCCCCCCC[n+]1cccc(C(=O)N(CC)CC)c1 was read as M5 ag -8, CRFR2-BP antag 1, M4 ag 1, CHRM1 PAM -1, CHRM5 PAM -1, CHRM4 antagonist -1, CHRM5 antagonist -1, CRFR2-BP ag 0.6 and CHRM4 PAM -9.
`O=C(c1ccccc1)c1coc2c1C(=O)c1ccccc1C2=O` gave M5 ag 6, CRFR2-BP antag -7, M4 ag 2, CHRM1 PAM 1, CHRM5 PAM 4, CHRM4 antagonist -3, CHRM5 antagonist 0, CRFR2-BP ag 0.4 and CHRM4 PAM -1.
For O=C(Oc1ccccc1)N1CCCC1 the results were M5 ag -3, CRFR2-BP antag 7, M4 ag 0, CHRM1 PAM 12, CHRM5 PAM 4, CHRM4 antagonist 0, CHRM5 antagonist 8, CRFR2-BP ag -2.4 and CHRM4 PAM -1.
Screening CN(C)S(=O)(=O)c1ccc(Cl)c(NC(=O)COC(=O)CNC(=O)c2ccco2)c1 returned M5 ag 4, CRFR2-BP antag -12, M4 ag 1, CHRM1 PAM 8, CHRM5 PAM 9, CHRM4 antagonist -17, CHRM5 antagonist -2, CRFR2-BP ag 0.6 and CHRM4 PAM 6.
COc1cccc(-c2n[nH]c(=S)n2Cc2ccco2)c1 was read as M5 ag -1, CRFR2-BP antag -2, M4 ag 0, CHRM1 PAM 0, CHRM5 PAM 10, CHRM4 antagonist 6, CHRM5 antagonist -3, CRFR2-BP ag -1.1 and CHRM4 PAM -3.
Screening Clc1ccc(C2CC(c3ccco3)n3ncnc3N2)cc1Cl (stereo unspecified) returned M5 ag -9, CRFR2-BP antag -22, M4 ag 4, CHRM1 PAM 5, CHRM5 PAM 2, CHRM4 antagonist -13, CHRM5 antagonist -5, CRFR2-BP ag -1.2 and CHRM4 PAM 8.
Screening COc1ccc(CCNC(=O)CNS(=O)(=O)c2ccc(F)c(Cl)c2)cc1OC returned M5 ag -2, CRFR2-BP antag -7, M4 ag 2, CHRM1 PAM 1, CHRM5 PAM -2, CHRM4 antagonist 6, CHRM5 antagonist 11, CRFR2-BP ag 1.6 and CHRM4 PAM -10.
For CN1CCC=C(C(=O)N2c3ccccc3Sc3ccc(Cl)cc32)C1 the results were M5 ag -22, CRFR2-BP antag -8, M4 ag 2, CHRM1 PAM -27, CHRM5 PAM -32, CHRM4 antagonist 86*, CHRM5 antagonist 99*, CRFR2-BP ag 1.1 and CHRM4 PAM -59.
For CCC(=O)OC1(C#CCOc2ccc(OC)cc2)CCN(C)CC1 the results were M5 ag -8, CRFR2-BP antag 16, M4 ag 4, CHRM1 PAM 0, CHRM5 PAM -2, CHRM4 antagonist -6, CHRM5 antagonist 1, CRFR2-BP ag -2.2 and CHRM4 PAM 2.
For COc1cccc(NC(=O)CSc2nc3c(c(-c4ccco4)c2C#N)CCCC3)c1 the results were M5 ag 3, CRFR2-BP antag 12, M4 ag 0, CHRM1 PAM -4, CHRM5 PAM 2, CHRM4 antagonist -1, CHRM5 antagonist 3, CRFR2-BP ag 1.3 and CHRM4 PAM 1.
Screening CC(=O)C1=C(O)C(=O)N(c2ccc(O)cc2)C1c1cccc([N+](=O)[O-])c1 (stereo unspecified) returned M5 ag 1, CRFR2-BP antag 31, M4 ag 0, CHRM1 PAM 10, CHRM5 PAM -5, CHRM4 antagonist -14, CHRM5 antagonist 14, CRFR2-BP ag 0.1 and CHRM4 PAM 0.
For CCN(CC)CCn1c2c(c(SCC(=O)Nc3ccc4c(c3)OCCO4)nc1=O)CCCC2 the results were M5 ag -10, CRFR2-BP antag 0, M4 ag 0, CHRM1 PAM 1, CHRM5 PAM 1, CHRM4 antagonist -6, CHRM5 antagonist 2, CRFR2-BP ag -2.0 and CHRM4 PAM 1.
Screening CC1(C)CC(NCCC(c2ccccc2)c2ccco2)CCO1 (stereo unspecified) returned M5 ag -13, CRFR2-BP antag 97*, M4 ag 0, CHRM1 PAM -13, CHRM5 PAM 7, CHRM4 antagonist 0, CHRM5 antagonist 1, CRFR2-BP ag -0.1 and CHRM4 PAM -7.
Screening Cc1ccc(C(=O)N/C(=C\c2cccs2)C(=O)NCCCn2ccnc2)cc1C returned M5 ag -1, CRFR2-BP antag -3, M4 ag 1, CHRM1 PAM 9, CHRM5 PAM -4, CHRM4 antagonist 1, CHRM5 antagonist 3, CRFR2-BP ag -1.6 and CHRM4 PAM -2.
CC(=O)Nc1cc(-c2ccccc2N(C)C)cn2c(-c3cccc(C(F)(F)F)c3)cnc12 was read as M5 ag 1, M4 ag 0, CHRM1 PAM 8, CHRM5 PAM -2, CHRM4 antagonist -9, CHRM5 antagonist -5 and CHRM4 PAM 13.

Source: PubChem BioAssay

Random draw from the library; about 2.6% have a hit in one of these screens.
